# BAZ2B block: BAZ2B (human) inhibition | AlphaScreen BAZ2B-H3K14Ac peptide displacement | actives 4.4% (n = 360,000) | Q9UIF8 | Potency, µM (highest dose often 114 µM), inactives show top-dose activity change, negative = inhibition, usual class: inhibitors; further: potency means the concentration at half of the fitted maximal effect; on the % scale 0 is the no-effect control and ±100 the full control effect; nearly all actives have a fitted effect of over 60% in size
#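 In this displacement format the biotinylated H3(5-23) peptide acetylated at Lys14 serves as ligand at 50 nM, with BAZ2B at 50 nM in PBS pH 7.4 containing 0.01% Tween-20. Donor and acceptor beads are 10 ug/mL final.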
# G9a block: blocks human histone lysine methyltransferase G9a; Q96KQ7; G9a H3K9 monomethylation, AlphaScreen, 2 h; Potency, µM (top dose mostly 102 µM), without a hit: at the top dose activity, negative = inhibition, hits mostly inhibitors; actives 8.8% (n = 350,000); AID 504332; further: potency means the concentration at half of the fitted maximal effect; on the % scale 0 is the no-effect control and ±100 the full control effect; nearly all actives have a fitted effect of over 75% in size
#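 Enzyme 20 nM + cpd, 15 min RT; add b-H3K9 pep 500 nM / SAM 20 uM; 2 h RT; anti-H3K9me1 Ab 0.5 ug/mL + SA donor / anti-rabbit acceptor beads 20 ug/mL each, 10 min; AlphaScreen read.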
# JMJD2A Tudor: JMJD2A Tudor domain (human) inhibition; actives 4.4% (n = 390,000); AlphaScreen JMJD2A-Tudor / H3K4me3 peptide binding; Potency, µM (doses to about 114 µM), for inactives: top-dose activity change, negative = inhibition, most hits filed as inhibitors; O75164; further: potency means the concentration at half of the fitted maximal effect; on the % scale 0 is the no-effect control and ±100 the full control effect; nearly all actives have a fitted effect of over 50% in size
# Target sequence (O75164 whole entry, looked up, the tested form may be a part): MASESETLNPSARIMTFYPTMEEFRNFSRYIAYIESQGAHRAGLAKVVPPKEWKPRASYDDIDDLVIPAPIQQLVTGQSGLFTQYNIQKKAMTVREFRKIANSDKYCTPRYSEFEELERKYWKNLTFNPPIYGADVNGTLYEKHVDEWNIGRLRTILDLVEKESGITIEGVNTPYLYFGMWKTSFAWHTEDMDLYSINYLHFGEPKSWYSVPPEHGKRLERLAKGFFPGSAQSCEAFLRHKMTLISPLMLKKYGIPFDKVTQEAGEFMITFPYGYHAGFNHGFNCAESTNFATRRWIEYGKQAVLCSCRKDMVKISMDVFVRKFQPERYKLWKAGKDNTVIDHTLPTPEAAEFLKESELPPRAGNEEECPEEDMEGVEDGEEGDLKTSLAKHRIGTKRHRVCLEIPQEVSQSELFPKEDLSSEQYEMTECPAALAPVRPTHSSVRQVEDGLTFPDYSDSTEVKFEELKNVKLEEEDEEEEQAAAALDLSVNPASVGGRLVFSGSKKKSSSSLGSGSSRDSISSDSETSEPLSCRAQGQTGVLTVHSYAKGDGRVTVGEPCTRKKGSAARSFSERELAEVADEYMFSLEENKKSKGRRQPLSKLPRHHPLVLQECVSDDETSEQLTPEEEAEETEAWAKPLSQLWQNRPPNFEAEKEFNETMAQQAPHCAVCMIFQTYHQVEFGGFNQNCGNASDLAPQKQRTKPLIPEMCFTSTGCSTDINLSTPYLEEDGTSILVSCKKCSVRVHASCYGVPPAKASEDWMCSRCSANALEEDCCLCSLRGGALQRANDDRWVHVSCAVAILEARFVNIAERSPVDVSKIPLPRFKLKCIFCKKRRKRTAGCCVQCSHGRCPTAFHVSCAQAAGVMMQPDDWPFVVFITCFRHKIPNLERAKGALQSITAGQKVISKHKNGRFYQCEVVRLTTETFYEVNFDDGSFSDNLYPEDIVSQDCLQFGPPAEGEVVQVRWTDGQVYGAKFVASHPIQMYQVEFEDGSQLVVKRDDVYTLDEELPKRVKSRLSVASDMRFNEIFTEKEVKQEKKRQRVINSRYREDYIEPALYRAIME
# RGS4 inhibitor: blocks human RGS4-accelerated GTP hydrolysis; actives 0.039% (n = 390,000); Potency, µM (top dose mostly 114 µM), without a hit: top-dose activity change, negative = inhibition, hits mostly inhibitors; Transcreener GDP fluorescence polarization, RGS4-accelerated GTP hydrolysis; P49798; AID 504845; further: potency means the concentration at half of the fitted maximal effect; on the % scale 0 is the no-effect control and ±100 the full control effect; nearly all actives have a fitted effect of over 75% in size; some results filed as inactive show a strong effect at the top dose
#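 MLSMR compounds (23 nl, pin-transferred) preincubated 10 min at room temperature with a 500nM (2x) first reagent, then RGS4 at 900nM (2x) plus Transcreener GDP mix added; fluorescence polarization (620/688 nm) read before and after 90 min at 30 °C.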
# PI4K2A block: inhibitors of human PI4K2A. purified PI4K2A, ADP-Glo luminescence, 1 h; active compounds read low. activity change, negative = inhibition, % at 76.9 µM. actives 0.13% (n = 420,000); in the data active means activity change below about -50%; inconclusive means mostly about -30% to -49%;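 further: -100% = wells without enzyme as full effect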
#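 In this quantitative HTS, ADP production by PI4K2A was quantified luminescently after 1 h at ambient temperature; 100 microM adenosine served as plate-quality control.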
# HP1b binding inh: HP1-beta chromodomain-methylated histone interaction inhibition; P83916; AlphaScreen HP1-beta / biotin-H3K9me3 peptide binding; Potency, µM (series often up to 114 µM), inactives show top-dose activity change, negative = inhibition, usual class: inhibitors; actives 0.56% (n = 390,000); further: potency means the concentration at half of the fitted maximal effect; nearly all actives have a fitted effect of over 70% in size; inactives centre near 23
#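 AlphaScreen: HP1-beta (50 nM) preformed 30 min with biotin-H3(1-18)K9me3 peptide (50 nM) in PBS pH 7.4, 0.01% Tween-20. Compound added for 30 min at RT, then streptavidin donor/nickel chelate acceptor beads (10 ug/mL) for 30 min.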
# GLS inh: inhibitors of human glutaminase (GLS); Potency, µM (doses to about 45.5 µM), without a hit: at the highest dose activity change, negative = inhibition, most hits filed as inhibitors; GLS enzymatic activity, qHTS titration; actives 0.21% (n = 410,000); AID 624170; O94925; further: potency means the concentration at half of the fitted maximal effect; on the % scale 0 is the no-effect control and ±100 the full control effect
#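 hKGA; 45 mM KH2PO4 pH 8.2 + 0.02% Tween-20; cpd via pin tool; 1 mM Gln soln; GluOx/HRP/Amplex Red; RT 30 min; fluor. t0 & final.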
# ERG-DNA inh: inhibitors of human ERG Ets domain-DNA interaction; fluorescence polarization, His-ERG Ets domain / labelled DNA; actives 0.028% (n = 370,000); AID 624246; Potency, µM (series often up to 76.9 µM), inactives show at the top dose FP activity, negative = inhibition, most hits filed as inhibitors; active means well fitted inhibition curve with a large enough effect in the polarisation, with a control signal flat; inconclusive means small, poorly fitted or top-dose-only effect, or effect the other way, or a change in a side signal; inactive means no such curve, though single readings can be large or run the other way; the % refers to the polarisation;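 further: polarization taken with two DNA probes labelled with fluorescein and Texas red; potency means the concentration at half of the fitted maximal effect; % of control where 0% means no effect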
#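 His-tagged ERG Ets domain (1 uM in the protein solution; 300mM KCl, 50mM Tris-HCl, 1mM EDTA, 1mM DTT, pH 7.5) received compound, then a probe mix of 5 nM fluorescein-DNA and 100nM Texas-615-DNA. Fluorescence polarization was read for both dyes.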
# ALOX12 inh: ALOX12 (human) lipoxygenase inhibition | purified 12hLO, xylenol orange hydroperoxide absorbance | P18054 | actives 1.1% (n = 580,000) | Potency, µM (top dose mostly 108 µM), for the others: at the top dose activity change, negative = inhibition, most hits filed as inhibitors; further: potency means the concentration at half of the fitted maximal effect; on the % scale 0 is the no-effect control and ±100 the full control effect
#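 Purified human 12hLO (150 nM final) in 25 mM Hepes, 0.01% Triton X-100, pH 7.0 was preincubated 15 min at room temperature with compound. Then 40 uM arachidonic acid was added, 30 min. Hydroperoxide was read by Fe-XO absorbance ratio 573/405 nm.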
# An asterisk follows results filed as active; i = inactive; ? = inconclusive; · = no result given; [ ] = dose if it differs, or a comment. Unless noted, the call rests on the fitted dose curve; in most records, active means well fitted curve in the direction sought with a large enough effect; inconclusive means small, poorly fitted or top-dose-only effect, or another doubt; inactive means no such curve, though single readings can be large; an effect the other way counts as inactive or inconclusive.
SMILES,BAZ2B block,G9a block,JMJD2A Tudor,RGS4 inhibitor,PI4K2A block,HP1b binding inh,GLS inh,ERG-DNA inh,ALOX12 inh
COc1cccc(CN2CCCC(C(=O)c3ccc4c(c3)OCO4)C2)c1O (stereo not drawn),-27.0%,?,-14.5%,2.1%,0.5,26.9%,-6.1%,-8.1%,0.0%
Cc1cccc(NC(=O)Cn2c(=O)n(CCC(C)C)c(=O)c3cccnc32)c1,3.8%,-1.5%[59 µM],-9.5%,20.0%,3.6,45.2%[activator],-18.1%,-2.0%,-25.3%
CC(=O)NCCCNc1ccc([N+](=O)[O-])cc1,-1.9%,-0.1%[59 µM],-14.6%,5.8%,-4.1,27.1%,2.3%,·,-22.4%
Cc1ccc(C)c(CN2C(=O)c3ccccc3S(=O)(=O)c3ccc(C(=O)NCCCN4CCCC(C)C4)cc32)c1 (stereo not drawn),-39.0%,?,?,-26.6%,-2.7,-2.1%,6.7%,0.5%,?
N#Cc1ccccc1Cn1cc(/C=N/Nc2ccc([N+](=O)[O-])cn2)c2ccccc21,-34.5%,17.3%[59 µM],-12.8%[11.4 µM],-29.6%,-6.4,8.3%,13.7%,-7.8%,-4.9%
CCN1CCN(CCC(=O)Nc2cccc(OC)c2)CC1,-28.4%,?,-12.9%,-2.6%,-2.0,26.3%,7.3%,3.9%,0.0%
CN(C)C(CNC(=S)Nc1ccc(F)cc1)c1cccnc1 (stereo not drawn),5.1%,-44.8%,-7.7%,11.0%,38.5,9.9%[57 µM],0.0%,0.8%,-16.2%
Cc1ccc(NC(=O)C2=C(c3ccccc3)S(=O)(=O)CCS2(=O)=O)cc1,-2.4%,39.8µM*,?,?,?,-21.8%[57 µM],0.0%,-9.8%,-16.7%
C=CCNC(=O)c1cc2cccc(OC)c2oc1=O,-11.4%,-0.5%,-12.8%,3.5%,4.2,12.3%,17.7%,-2.7%,4.7%
CCOC(=O)/C=c1\s/c(=C\c2ccc(C(=O)OC)cc2)c(=O)n1CC(=O)Nc1ccccc1,-6.4%,·,-2.1%,3.9%,7.4,49.2%[activator],-3.5%,16.3%,-2.0%
Cc1ccc(C)c(OCC(=O)Nc2nc3ccc([N+](=O)[O-])cc3s2)c1,9.9%,8.8%[59 µM],-10.7%,9.5%,4.1,9.0%,-3.4%,2.0%,2.4%
COc1ccccc1NC(=O)C1CCC(CNS(=O)(=O)c2ccc3c(c2)CC(C)N3C(C)=O)CC1 (stereo not drawn),-16.0%,-5.0%[59 µM],8.8%,-12.4%,-1.2,27.8%,7.2%,-6.1%,-26.2%
CCOc1ccc(C(C)=O)cc1CSc1nnnn1-c1ccc(O)cc1,-13.9%,?,-16.8%,-23.8%,-1.4,-0.2%,6.7%,-2.9%,?
CSCCC(NC(=O)COc1ccccc1)C(=O)N1CCN(C(C)=O)CC1 (stereo not drawn),-18.0%,-11.2%,-15.1%,9.1%,3.2,20.3%,5.2%,8.9%,0.7%
O=C(Nc1ccc2[nH]c(=O)[nH]c2c1)c1c(F)c(F)c(F)c(F)c1F,-15.4%,2.5%,4.2%,-6.5%,-0.7,11.3%,-6.9%,-10.3%,-2.1%
COc1ccc2nnc(-c3ccccc3)n2n1,5.8%,19.8%,-12.8%,4.2%,-0.9,6.8%,-9.8%,-0.8%,0.0%
O=C(NCC1CCCO1)C(c1cccnc1)N(C(=O)Cc1cccs1)c1ccccc1 (stereo not drawn),-4.0%,4.9%[0.0925 µM],-22.1%,1.5%,-0.2,13.2%,4.9%,·,11.7%
CCOc1ccc(NC(=O)C2=C(C)NC(=S)NC2c2ccc(O)c(OC)c2)cc1 (stereo not drawn),-2.9%,2.1%[59 µM],-17.7%,-39.5%,2.5,-1.6%,18.4%,-10.6%,-12.7%
COc1cc(/C=C2\SC(=S)N(CC(=O)Nc3cccnc3)C2=O)cc(OC)c1OC,-32.4%,-7.2%[59 µM],?,-9.2%,-3.5,-10.3%,-2.0%,38.6%[activator],-23.7%
Cc1cc(S(=O)(=O)Nc2c(C(=O)O)[nH]c3ccccc23)ccc1F,-8.1%,?,-21.3%,-4.3%,1.1,19.3%,105.7%[activator],2.8%,0.0%
COc1ccc(CC(=O)OCN2C(=O)c3ccccc3C2=O)cc1OC,-4.0%,·,-18.9%,15.2%,5.4,37.3%,-6.5%,-6.0%,136.8%[activator]
COc1ccc(S(=O)(=O)N2CCN(C(=O)CN3C(=O)NC4(CCCC4)C3=O)CC2)cc1,-13.6%,·,0.4%,3.0%,-2.8,22.9%,0.7%,6.3%,-27.7%
COc1cccc(N2CC(C(=O)Nc3nnc(SCc4ccccn4)s3)CC2=O)c1 (stereo not drawn),?,7.94µM*,-23.6%,11.4%,0.7,9.7%,8.9%,·,-7.0%
Cc1oc2cc3oc(=O)c(CC(=O)N[C@@H](C)C(=O)NC(Cc4ccc(Cl)cc4)C(=O)O)c(C)c3cc2c1C (stereo partly drawn),-4.1%,·,-19.7%,-13.4%,-2.7,28.3%,40.3%[activator],-2.3%,15.3%
CCC(C)NC(=O)c1[nH]c(C)c(C(=O)OC)c1C (stereo not drawn),?,10.7%[59 µM],0.7%[57.1 µM],-9.6%,-0.7,16.6%,4.3%,-2.2%,-25.3%
Cc1sccc1/C=N/NC(=O)c1cccc2ccccc12,2.6%,-6.4%[59 µM],0.7%,0.7%,2.2,37.7%,-2.8%,·,0.2%
Cc1c(Cl)cccc1NC(=O)CNc1cccc(C(F)(F)F)c1,6.7%,70.8µM*,-17.2%,-6.3%,-6.4,33.1%,-4.7%,6.6%,-23.1%
Cc1cc(C)n(C(=O)CNC(=O)c2ccccc2F)n1,-4.1%,-7.8%,-7.9%,-16.3%,-4.5,29.2%,4.8%,-4.0%,9.7%
COc1ccc2cc(C3=CCCC3(C)C(=O)O)ccc2c1 (stereo not drawn),·,·,-11.0%,9.1%,1.6,19.2%[57 µM],2.7%,-3.5%,?
COc1ccc(-c2csc(Nc3ccccn3)n2)cc1,-36.1%,?,-23.8%,-21.9%,-4.1,7.7%,-24.6%,0.2%,-23.2%
O=C(CSc1nnc(-c2cnccn2)n1Cc1ccco1)Nc1ccc(Br)cc1,-9.1%,-33.7%[59 µM],-7.3%,10.7%,3.7,17.1%,-3.4%,0.9%,55.5%
CC(C)Oc1ccc(S(=O)(=O)N2CCOCC2)cc1NC(=O)c1cc([N+](=O)[O-])ccc1N1CCOCC1,0.6%,15.7%[0.501 µM],-30.4%,-3.7%,1.1,-7.6%,1.5%,4.1%,-2.1%
CCN(CC)C(=O)Cn1cc(S(=O)(=O)CC(=O)NCCc2ccccc2)c2ccccc21,-6.4%,·,1.4%,0.0%,1.6,51.4%[activator],-4.1%,-6.1%,0.0%
O=C1NC(=O)C2(COC(c3cccc([N+](=O)[O-])c3)OC2)S1 (stereo not drawn),·,-40.3%,-6.9%,-48.9%,1.8,-5.7%,-1.8%,-3.4%,?
Cc1ccc(-n2c(SCC(N)=O)nnc2-c2cccnc2)c(C)c1,10.9%,-9.6%[59 µM],-9.4%,-14.1%,1.7,33.6%,1.8%,0.6%,-21.5%
C=CCSc1nc(N)c(NC(=O)c2ccco2)c(=O)[nH]1,·,·,-5.6%,-14.1%,1.1,28.6%,25.5%,-3.2%,-13.6%
O=C(c1cccc(S(=O)(=O)NCc2ccccc2)c1)N1CCN(c2cccc(C(F)(F)F)c2)CC1,-21.5%,32.4%,-19.4%,-8.1%,-0.2,24.9%,4.3%,-1.8%,i
COc1ccc(-c2cc3onc(-c4c(Cl)cccc4Cl)c3c(=O)n2C)cc1,-14.7%,4.6%[2.33 µM],-19.3%,6.0%,-3.0,22.0%,0.9%,1.8%,-30.8%
C=C(C)CNC(=S)N/N=C(\C)c1ccc(-n2ccnc2)cc1,-36.4%,25.1%[59 µM],-21.5%,-14.4%,-2.4,20.3%,4.2%,3.4%,-19.0%
COC(=O)C(CC(=O)Nc1cc(C)ccc1C)Nc1ccccc1OC (stereo not drawn),-8.0%,-11.9%[2.33 µM],-3.6%,-18.2%,-0.5,17.4%,20.9%,9.7%,0.0%
O=C(COC(=O)/C=C/c1ccccc1[N+](=O)[O-])NCC1CCCO1 (stereo not drawn),-0.2%,11.0%,1.7%,-34.5%,3.3,-2.9%,-6.5%,-5.1%,-14.6%
Cn1c(=O)c2c(nc(-n3ccnc3)n2C)n(C)c1=O,10.4%,-48.7%[59 µM],9.4%,0.4%,-2.3,23.3%,-2.4%,-4.2%,6.0%
COc1cc(OC)cc(C(=O)O/N=C(\N)c2ccncc2)c1,0.5%,5.4%,2.1%,-16.1%,-2.6,42.6%,-5.1%,4.2%,5.8%
C[C@H]1COC(=O)[C@H](CC(=O)OC(C)(C)C)C/C=C\C[C@H](CC(=O)N(CCO)Cc2ccccc2)C(=O)N1,·,·,-20.0%,3.3%,-3.6,42.9%[activator],5.8%,7.7%,-15.0%
O=C(Nc1nc2ccc(F)cc2s1)C1CCN(S(=O)(=O)c2cc([N+](=O)[O-])ccc2Cl)CC1,?,22.4µM*,?,-34.5%,-19.0,-8.4%,-19.6%,-11.5%,?
Cc1cc(C)cc(OC2CCCCC2NS(=O)(=O)c2ccccc2)c1 (stereo not drawn),12.1%,-4.3%[59 µM],13.8%,-8.2%,-2.8,58.1%[activator],-6.2%,-10.4%,-2.7%
COC(=O)c1ccc(-c2nc(CN3CCN(Cc4cccc(C)c4)CC3)c(C)o2)cc1,-35.0%,-24.1%,-25.5%,-21.5%,-4.4,10.5%,4.0%,10.2%,8.9%

# Some of the compounds tested; rates above refer to the full screens.
